# TWEAK Fn14 block = inhibitors of TWEAK-Fn14 interaction signaling; TWEAK-stimulated Fn14 reporter cells, luciferase luminescence, 8 h; inhibition, % at 10 µM; 360,000 compounds, 2% hits; in the data active = inhibition above about 50%
# NOD2 RIPK2 PPI = blocks binding of human NOD2 to RIPK2 | CHO BLA complementation NOD2-RIPK2, CCF4 ratio | inhibition, % at 4.98 µM | 360,000 compounds, 0.38% hits | AID 624267; in the data active = inhibition above about 21%;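 note: 0% = vehicle only and 100% = reference blocker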
# Target sequence (O43353 whole entry, looked up): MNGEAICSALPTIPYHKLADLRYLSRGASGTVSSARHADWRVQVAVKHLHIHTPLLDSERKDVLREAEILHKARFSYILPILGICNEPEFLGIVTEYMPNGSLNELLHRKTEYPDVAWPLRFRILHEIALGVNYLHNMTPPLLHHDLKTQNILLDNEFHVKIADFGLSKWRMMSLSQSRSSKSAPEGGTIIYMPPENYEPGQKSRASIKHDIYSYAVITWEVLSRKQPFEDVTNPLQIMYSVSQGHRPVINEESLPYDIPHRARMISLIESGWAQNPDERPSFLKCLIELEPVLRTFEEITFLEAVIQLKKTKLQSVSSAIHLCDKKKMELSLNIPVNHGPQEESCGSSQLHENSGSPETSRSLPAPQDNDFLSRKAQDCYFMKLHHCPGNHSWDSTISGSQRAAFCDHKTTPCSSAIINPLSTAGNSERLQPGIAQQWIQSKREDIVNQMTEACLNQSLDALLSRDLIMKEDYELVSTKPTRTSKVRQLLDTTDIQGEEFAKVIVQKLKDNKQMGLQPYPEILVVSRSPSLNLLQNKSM
# NR5A2 inv ag = NR5A2 inverse agonism in reporter assay; HEK293T StAR-luciferase reporter, LRH-1 transfected, 24 h; 360,000 compounds, 0.13% hits; inhibition, % at 3.6 µM; AID 602396; O00482;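 active = inhibition above the mean inhibition of all tested compounds plus 3 SD, cut at about 73% in these data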;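 note: 0% = DMSO wells and 100% = reporter-only cells lacking LRH-1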
# Target sequence (O00482 whole entry, looked up): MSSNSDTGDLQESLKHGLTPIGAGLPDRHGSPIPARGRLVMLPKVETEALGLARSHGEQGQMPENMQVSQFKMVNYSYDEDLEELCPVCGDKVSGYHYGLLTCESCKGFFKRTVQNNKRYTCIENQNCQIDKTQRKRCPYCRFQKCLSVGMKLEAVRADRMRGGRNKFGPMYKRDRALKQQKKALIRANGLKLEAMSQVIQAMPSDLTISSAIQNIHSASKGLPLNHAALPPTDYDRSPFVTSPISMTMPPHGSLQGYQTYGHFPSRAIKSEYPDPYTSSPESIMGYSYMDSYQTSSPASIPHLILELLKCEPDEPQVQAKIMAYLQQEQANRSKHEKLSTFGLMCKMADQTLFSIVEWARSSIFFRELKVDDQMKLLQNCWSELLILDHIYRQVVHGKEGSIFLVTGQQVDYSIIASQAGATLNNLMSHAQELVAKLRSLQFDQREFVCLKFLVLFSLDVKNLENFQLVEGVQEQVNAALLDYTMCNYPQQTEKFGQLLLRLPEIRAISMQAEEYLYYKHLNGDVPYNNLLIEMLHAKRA
# TROY NFkB inh = blocks TROY-dependent signaling in reporter cells | Q293 LMP1-TROYcd NF-kB luciferase reporter, 4 h | inhibition, % at 10 µM | 360,000 compounds, 0.98% hits;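 active = compounds whose plate-normalised and pattern-corrected inhibition of the luciferase reporter signal at the single screening dose is 50% or more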
# NR2F2 inh = blocks human COUP-TFII nuclear receptor | HEK293T NGFI-A luciferase reporter, luminescence | inhibition, % at 8.6 µM | 370,000 compounds, 0.7% hits | AID 686940;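 active = inhibition above a per-plate cutoff, mean inhibition of test wells between control levels plus 3 SD, cut at about 38% in these data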;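 note: cells cotransfected with COUP-TFII expression vector driving the NGFI-A reporter; 0% = median of COUP-TF2 test wells and 100% = reporter-only cells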
# TLR9-MyD88 block = blocks human TLR9 binding to MyD88; Q9NR96+Q99836; CHO BLA complementation TLR9-MyD88, CCF4 FRET ratio; inhibition, % at 4.98 µM; 340,000 compounds, 0.21% hits; AID 504734;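 active = inhibition above the mean over all tested compounds plus 3 SD, cut at about 21% in these data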;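 note: 0% = DMSO only wells and 100% = clavulanate BLA inhibitor control wells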
# NCOA2 inhibitor = human SRC2 (NCOA2) inhibition | AID 651957 | inhibition, % at 9 µM | HEK293 GAL4-SRC2 luciferase reporter, luminescence | 370,000 compounds, 0.17% hits | Q15596;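 active = inhibition above the mean inhibition of all tested compounds plus 3 SD, set per campaign, cut at about 52% in these data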;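 note: 0% = DMSO treated cells and 100% = cells given Gossypol at 36 µM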
# NCOA1 inh = inhibits human SRC1 coactivator | Q15788 | inhibition, % at 3.6 µM | 360,000 compounds, 0.12% hits | HEK293 GAL4-SRC1 luciferase reporter, luminescence;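 active = inhibition above the campaign mean plus 3 SD, with each screening campaign given its own cutoff, cut at about 60% in these data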;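 note: 0% = DMSO treated cells and 100% = gossypol at 36 µM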
# EBV LMP1 NFkB = inhibitors of Epstein-Barr LMP1-induced NF-kappaB reporter; inhibition, % at 12.5 µM; LMP1-induced NF-kappaB luciferase reporter cells, luminescence; 350,000 compounds, 0.69% hits; in the data active = inhibition above about 41%;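 note: 0% = neutral control wells and 100% = reference inhibitor control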
# NCOA3 inh = inhibitors of human steroid receptor coactivator 3 (SRC3); HEK293 GAL4-SRC3 luciferase reporter, luminescence; inhibition, % at 3.6 µM; 360,000 compounds, 0.17% hits; AID 588352;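 active = inhibition above a per-campaign cutoff, the mean of all compounds plus 3 SD, cut at about 60% in these data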;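 note: 0% = DMSO-treated cells and 100% = gossypol-treated cells at 36 µM; higher means less SRC3-driven luciferase light from the GAL4 reporter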
# TRAIL sens C8 = sensitizes caspase-8 expressing cells to TRAIL; NB7+C8 cells + TRAIL, ATPlite viability luminescence; inhibition (viability loss, TRAIL sensitization), % at 10 µM; 360,000 compounds, 1% hits; AID 624354;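 active = compounds causing at least 50% loss of cell viability in the single-dose screen, relative to plate controls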
# Numbers without * were called inactive; · = no result given. This is a subset; rates above refer to the full screens.
SMILES,TWEAK Fn14 block,NOD2 RIPK2 PPI,NR5A2 inv ag,TROY NFkB inh,NR2F2 inh,TLR9-MyD88 block,NCOA2 inhibitor,NCOA1 inh,EBV LMP1 NFkB,NCOA3 inh,TRAIL sens C8
Cc1cc(C)cc(OCC(=O)N(Cc2ccccc2)C2CCS(=O)(=O)C2)c1 (stereo not drawn),-9,-6,13,-15,17,6,-19,-10,-6,10,-14
COc1ccc(CC(=O)OCC(=O)NCc2ccccc2Cl)cc1,-8,1,3,5,-14,6,-20,-15,-7,5,-7
COc1cc(CNCCC2CCOC(C)(C)C2)ccc1O (stereo not drawn),-1,4,20,1,-13,-2,-5,0,4,-10,21
Cc1nc(N2N=C(c3ccc(Cl)cc3)CC2c2ccco2)sc1C(=O)N(C)C (stereo not drawn),32,5,-103,-33,2,-4,-3,-52,5,-37,-1
CC1(C(=O)NS(=O)(=O)c2ccccc2)CCN1C(=O)CCc1ccccc1 (stereo not drawn),-5,4,8,3,4,·,-6,8,·,14,-7
COc1cccc(/C=C/C(=O)c2c(O)cc(C)oc2=O)c1O,3,2,-105,-44,-53,-6,-36,-55,-3,-72,11
CC1(C(=O)Nc2cccc(Oc3ccccc3)c2)CCN1Cc1ccccc1OC(F)F (stereo not drawn),23,-8,-7,8,0,·,-26,7,·,3,18
CCOc1cc(C)c(C(C)C)cc1S(=O)(=O)n1cnc(C)c1,0,-4,-17,6,-4,·,-8,-2,7,5,-17
CN1CCN(C(=O)C2=C[C@@H](c3ccccc3)C[C@@H](OCc3ccc(CO)cc3)O2)CC1,8,-10,5,0,-1,-7,-21,-8,3,10,-10
Cc1ccc(CCNC(=O)CNC(=S)N(Cc2ccccc2)Cc2cccnc2)cc1,15,2,4,3,2,0,15,-2,-12,11,4
COc1ccc(OC)c(S(=O)(=O)Nc2cc3c4c(c2)CCC(=O)N4CCC3)c1,-7,-2,1,-14,-8,-2,-6,-17,-8,-1,-11
Cc1cc(C)c(OCC(=O)OCC(=O)NCC2CCCCC2)c(C)c1,-7,0,-19,2,4,-3,-12,-24,5,1,-12
CCOc1ccc(C(CC(=O)O)NC(=O)c2cccs2)cc1 (stereo not drawn),-4,-4,13,-2,-19,-2,-7,0,8,9,-2
CCCCCCCCCC1NC(C(=O)O)Cc2c1[nH]c1ccccc21 (stereo not drawn),-9,-15,-4,-7,1,-1,-4,-14,3,-13,3
COc1ccc(NC(=O)Nc2cc(C)ccc2OC)cc1,-15,-3,-15,-15,-14,1,6,11,1,-12,-1
O=C(Oc1ccc(Nc2ncnc3ccccc23)cc1)c1cccnc1,20,-8,-5,22,-16,2,-6,4,-3,9,-11
Cc1cccnc1C(NC(=O)C1CCN(CCCc2ccccc2)CC1)c1ccc(Cl)cc1 (stereo not drawn),13,-6,-3,2,4,·,8,-26,·,-4,10
Cc1c(C(=O)NCc2ccccc2F)oc2ccccc12,-13,-8,-5,-37,-8,0,6,-33,-3,-17,-6
Cn1cc(CN2CCCC(C(=O)c3ccc(-c4ccccc4)cc3)C2)cn1 (stereo not drawn),-17,-7,-22,12,7,-8,-2,-29,-21,12,0
COc1cc(C(=S)N2CCCC2)ccc1O,18,3,-12,-2,6,-1,-3,1,0,2,-28
CN1/C(=C\C(=O)Nc2cccnc2)c2ccccc2CC1(C)C,-2,-10,12,-3,13,-9,-14,-29,-16,14,-16
O=C(Nc1ccc(N2CCN(C(=O)c3ccco3)CC2)cc1)C(c1ccccc1)c1ccccc1,-31,-7,4,3,5,-5,-2,-3,-9,22,12
O=C(NCCN1CCOCC1)c1cn(CCc2ccccc2)nn1,-6,3,-5,5,19,1,26,-10,-2,1,1
COc1ccc(-n2ncc3c(N4CCC(C(N)=O)CC4)ncnc32)cc1,30,-12,-113,-24,-33,-15,-56,-102,-21,-111,11
CC(C)c1c(Cl)c(O)c(-c2ccccc2)c(=O)n1-c1ccc(F)cc1,-5,-10,1,5,5,-6,-13,-11,-3,17,-2

# Given with values under each structure: entries from further up
# Second line of a record – TWEAK Fn14 block, NOD2 RIPK2 PPI, NR5A2 inv ag, TROY NFkB inh, NR2F2 inh, TLR9-MyD88 block, NCOA2 inhibitor, NCOA1 inh, EBV LMP1 NFkB, NCOA3 inh, TRAIL sens C8
Cc1nc(N2N=C(c3ccc(Cl)cc3)CC2c2ccco2)sc1C(=O)N(C)C (stereo not drawn)
 : 32, 5, -103, -33, 2, -4, -3, -52, 5, -37, -1
CC1(C(=O)NS(=O)(=O)c2ccccc2)CCN1C(=O)CCc1ccccc1 (stereo not drawn)
 : -5, 4, 8, 3, 4, ·, -6, 8, ·, 14, -7
COc1cccc(/C=C/C(=O)c2c(O)cc(C)oc2=O)c1O
 : 3, 2, -105, -44, -53, -6, -36, -55, -3, -72, 11
CC1(C(=O)Nc2cccc(Oc3ccccc3)c2)CCN1Cc1ccccc1OC(F)F (stereo not drawn)
 : 23, -8, -7, 8, 0, ·, -26, 7, ·, 3, 18
CCOc1cc(C)c(C(C)C)cc1S(=O)(=O)n1cnc(C)c1
 : 0, -4, -17, 6, -4, ·, -8, -2, 7, 5, -17
CN1CCN(C(=O)C2=C[C@@H](c3ccccc3)C[C@@H](OCc3ccc(CO)cc3)O2)CC1
 : 8, -10, 5, 0, -1, -7, -21, -8, 3, 10, -10
Cc1ccc(CCNC(=O)CNC(=S)N(Cc2ccccc2)Cc2cccnc2)cc1
 : 15, 2, 4, 3, 2, 0, 15, -2, -12, 11, 4
COc1ccc(OC)c(S(=O)(=O)Nc2cc3c4c(c2)CCC(=O)N4CCC3)c1
 : -7, -2, 1, -14, -8, -2, -6, -17, -8, -1, -11
Cc1cc(C)c(OCC(=O)OCC(=O)NCC2CCCCC2)c(C)c1
 : -7, 0, -19, 2, 4, -3, -12, -24, 5, 1, -12
CCOc1ccc(C(CC(=O)O)NC(=O)c2cccs2)cc1 (stereo not drawn)
 : -4, -4, 13, -2, -19, -2, -7, 0, 8, 9, -2
CCCCCCCCCC1NC(C(=O)O)Cc2c1[nH]c1ccccc21 (stereo not drawn)
 : -9, -15, -4, -7, 1, -1, -4, -14, 3, -13, 3
COc1ccc(NC(=O)Nc2cc(C)ccc2OC)cc1
 : -15, -3, -15, -15, -14, 1, 6, 11, 1, -12, -1
O=C(Oc1ccc(Nc2ncnc3ccccc23)cc1)c1cccnc1
 : 20, -8, -5, 22, -16, 2, -6, 4, -3, 9, -11

# Further entries:
SMILES,TWEAK Fn14 block,NOD2 RIPK2 PPI,NR5A2 inv ag,TROY NFkB inh,NR2F2 inh,TLR9-MyD88 block,NCOA2 inhibitor,NCOA1 inh,EBV LMP1 NFkB,NCOA3 inh,TRAIL sens C8
CC(C)COCc1ccc(O)c2ncccc12,6,4,9,-18,12,8,2,5,8,12,52*
O=C(N[C@@H]1C/C=C\C[C@@H](CC(=O)N(CCO)Cc2ccccc2)C(=O)NC[C@H](c2ccccc2)OC1=O)OCC1c2ccccc2-c2ccccc21,20,5,-20,-10,2,0,-28,-16,8,-4,11
O=C(O)c1c2c(nc3ccc(F)cc13)CCC2,3,-17,-11,-44,·,-3,·,-6,-2,2,-3
CCC(=O)NS(=O)(=O)c1cccnc1Nc1ccccc1Cl,-8,-14,3,-7,19,2,-28,-10,-9,-1,1
CC(S(=O)(=O)c1ccccc1)S(=O)(=O)c1ccccc1,-1,-4,4,-15,-1,0,8,-11,-1,-18,-9
COc1ccc(C(=O)Cn2cnc3ccccc3c2=O)c(OC)c1,-11,-8,-43,-26,-11,-3,-69,-56,-14,-29,6
CCC(C(=O)OCC(=O)c1ccc2c(c1)NC(=O)CO2)c1ccccc1 (stereo not drawn),-12,1,-28,10,5,-11,-7,20,-1,-1,-33
O=[N+]([O-])c1ccccc1S(=O)(=O)n1cnc2ccccc21,4,-7,8,10,27,·,-17,-6,-14,-6,14
Cc1ccc(CCNC(=O)C2CC(c3cc(C(F)(F)F)cc(C(F)(F)F)c3)=NO2)cc1 (stereo not drawn),-6,-2,-3,-6,-1,-4,-17,-16,-7,0,-9
Clc1cccc(-c2nc3ccc(Cl)cn3c2Cc2ccsc2)c1,-4,-12,-120,23,·,·,·,-45,·,-55,-18
CCOC(=O)c1cnc2ccc(OCC)cc2c1N1CCN(c2ccccc2)CC1,45,-5,13,6,-8,-7,15,-22,-9,-24,5
COc1ccc(N2C(=O)CC(N3CCOCC3)C2=O)cc1 (stereo not drawn),4,5,-18,-1,-3,6,0,6,-15,1,-11
O=C(CSc1nc2ccccc2c(=O)n1CCCN1CCOCC1)NCCc1ccccc1,-21,-2,6,-7,1,-26,-5,1,1,-3,-5
O=C(Nc1ccc2nc(-c3ccco3)[nH]c2c1)c1cccs1,-5,-3,-81,-16,-10,2,-31,-82,-4,-95,55*
O=C(Cn1cccc1)N1CCc2ccccc21,9,1,2,3,-3,-2,14,-13,-6,8,1
O=C(C1CCN(S(=O)(=O)c2cccs2)CC1)N1CCN(Cc2ccccc2)CC1,1,-1,9,-2,2,5,-31,1,5,-9,4
CC(=C\C(=O)O)/C(=C/c1ccco1)C(=O)O,-9,-9,-4,11,-3,1,2,-6,-6,-15,5
O=C(Nc1cccc(F)c1)C1CC(=O)N(c2ccc(Br)cc2)C1 (stereo not drawn),-2,6,6,0,8,-1,-7,7,-8,8,29
CC1CN(C(=S)Nc2ccccc2F)CC(C)O1 (stereo not drawn),-3,3,4,16,-11,-5,1,-8,-13,10,0
C=C1C(=O)OC2C=C(CO)C3OC3C3OC3(C)CC(OC(=O)/C(=C/C)COC(C)=O)C12 (stereo not drawn),83*,4,-11,3,14,-5,-39,-116,70*,-67,63*
COC(=O)COc1cccc2c(=O)n(CC(=O)N3CCC(C)CC3)ccc12,0,1,-1,20,-12,3,-36,7,1,7,-21
COc1ccc(-c2nc(CCNS(=O)(=O)c3ccc4c(c3)OCCO4)cs2)cc1,15,-4,-11,24,25,-14,21,1,4,6,3
COc1ccccc1C(=O)NC(=S)N1CCc2ccccc21,-15,1,14,25,-13,-6,-24,-13,-19,2,7
CC(C)(C)C1C/C(=C/c2ccccn2)C(=O)/C(=C/c2ccccn2)C1 (stereo not drawn),-30,27*,63,1,·,1,·,-189,86*,-39,15
O=C(Nc1c2c(nn1-c1ccc([N+](=O)[O-])cc1)CS(=O)(=O)C2)C1CC1,8,-10,-9,-39,3,8,13,-7,-6,4,0
O=C(CCc1nnc2ccc(NCc3ccccc3Cl)nn12)NC1CCCC1,-17,-3,13,10,5,8,-2,4,6,2,-13
O=C(Nc1ccnn1C1CCN(C2CCCC2)CC1)c1ccccc1Cl,-6,-1,-8,10,-14,-9,5,-4,-5,-7,4
N#CCCN(Cc1ccccc1)C(=O)Nc1ccc(F)cc1,-11,2,-2,-6,-3,8,-5,11,4,8,-7
